A549 viability = kills or reduces viability of A549 cells in Nrf2 counter-screen; A549 ARE-Fluc cells, CellTiter-Fluor viability, 18-24 h; Potency, µM (titrated, usually from 46 µM), for inactives: at the highest dose activity change, negative = cytotoxicity, actives largely listed as inhibitors; 390,000 tested, 0.16% active; AID 504648; further: on the % scale 0 is the no-effect control and ±100 the full control effect
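A549 ARE_Fluc cells in 5% FBS OPTI-MEM were exposed to compounds in concentration-response for 18-24 h at 37 deg C. Viability was read by CellTiter-Fluor fluorescence (Ex 405/Em 525) after 30 min, before the luciferase read.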
HepG2 tox = kills HepG2 cells in TGF-b inhibitor counter-screen; HepG2 CAGA-GFP viability, ATP luminescence, 18 h; Potency, µM (top dose mostly 46.1 µM), inactives show top-dose activity change, negative = cytotoxicity, actives largely listed as cytotoxic; 410,000 tested, 0.76% active; further: some results filed as inactive show a strong effect at the top dose
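HepG2 CAGA-GFP cells (1000/well, DMEM with 1% FBS) received compound, then TGF-beta at 500 pg/mL final, and were incubated 18 hours at 37 degrees C. Viability was read by CellTiter-Glo luminescence. Media-only wells were set as complete cell-killing and DMSO as no toxicity.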
MCF10A rereplic = induces DNA re-replication in MCF 10a normal breast cells | MCF 10A DNA re-replication, Hoechst nuclear intensity, 48 h | Potency, µM (doses to about 46.1 µM), inactives show top-dose activity, positive = re-replication, actives largely listed as activators | 350,000 tested, 2.9% active | AID 624296; further: % of control where 0% means no effect; nearly all actives have a fitted effect of over 50% in size
S2 tox = reduces viability in counter-screen for ATXN expression inhibitors. S2 cells (HEK-293 line with an ATXN2-luciferase reporter) viability, CellTiter-Fluor protease fluorescence, 24 h. Potency, µM (highest dose often 56.7 µM), usual class: cytotoxic. 400,000 tested, 0.49% active; further: nearly all actives have a fitted effect of over 40% in size
EPAC2 antagonist = EPAC2 (human) antagonism; Potency, µM (top dose mostly 114 µM), without a hit: at the top dose activity, negative = inhibition, actives largely listed as inhibitors; AID 720708; 360,000 tested, 0.18% active; EPAC2 GEF exchange of Rap1B-BODIPY-GDP, fluorescence; Q8WZA2; further: on the % scale 0 is the no-effect control and ±100 the full control effect; nearly all actives have a fitted effect of over 45% in size; many of its hits are not listed in these tables
Target sequence (Q8WZA2 whole entry, looked up): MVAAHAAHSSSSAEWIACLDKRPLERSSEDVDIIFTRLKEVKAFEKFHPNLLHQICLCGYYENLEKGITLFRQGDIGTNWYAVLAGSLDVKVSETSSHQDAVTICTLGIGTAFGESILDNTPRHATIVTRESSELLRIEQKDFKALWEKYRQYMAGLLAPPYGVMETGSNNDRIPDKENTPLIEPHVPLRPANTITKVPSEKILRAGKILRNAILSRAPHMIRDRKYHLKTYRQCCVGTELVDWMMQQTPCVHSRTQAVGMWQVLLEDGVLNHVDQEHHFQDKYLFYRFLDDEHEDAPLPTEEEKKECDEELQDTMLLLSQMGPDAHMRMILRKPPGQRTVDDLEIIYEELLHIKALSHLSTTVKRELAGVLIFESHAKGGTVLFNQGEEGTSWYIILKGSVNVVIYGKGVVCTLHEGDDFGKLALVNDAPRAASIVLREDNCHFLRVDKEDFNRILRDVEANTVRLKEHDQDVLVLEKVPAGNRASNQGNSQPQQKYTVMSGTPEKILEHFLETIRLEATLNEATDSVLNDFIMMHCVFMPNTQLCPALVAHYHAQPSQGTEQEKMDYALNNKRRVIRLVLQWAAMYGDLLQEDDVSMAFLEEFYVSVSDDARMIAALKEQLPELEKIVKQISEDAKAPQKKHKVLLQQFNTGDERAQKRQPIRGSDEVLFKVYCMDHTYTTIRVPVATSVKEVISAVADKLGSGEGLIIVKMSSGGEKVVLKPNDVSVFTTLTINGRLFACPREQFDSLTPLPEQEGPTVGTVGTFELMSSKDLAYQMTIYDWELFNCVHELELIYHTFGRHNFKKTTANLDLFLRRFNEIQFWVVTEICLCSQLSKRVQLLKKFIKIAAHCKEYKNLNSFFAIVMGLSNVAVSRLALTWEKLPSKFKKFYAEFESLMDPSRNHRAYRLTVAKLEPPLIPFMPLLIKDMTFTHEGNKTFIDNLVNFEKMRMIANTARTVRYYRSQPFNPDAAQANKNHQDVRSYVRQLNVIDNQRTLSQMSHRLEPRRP
TGFb inhibitor = TGF-b pathway inhibition. HepG2 CAGA-GFP TGF-b/SMAD3 reporter, GFP fluorescence, 18 h; TGF-beta stimulated, 500 pg/mL final. Potency, µM (top dose mostly 46.1 µM), for the others: at the top dose activity, negative = inhibition, actives largely listed as inhibitors. 410,000 tested, 1.2% active. AID 588855; further: on the % scale 0 is the no-effect control and ±100 the full control effect; nearly all actives have a fitted effect of over 65% in size
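Inhibition of TGF-beta-driven CAGA-GFP reporter expression in HEPG2 cells is measured by cellular GFP fluorescence after 18 h stimulation with 500 pg/mL recombinant TGF-beta in 1% FBS medium at 37 degrees C.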
Nrf2 activator = activators of Nrf2 (ARE) signaling. 410,000 tested, 0.31% active. Potency, µM (doses to about 46.1 µM), inactives show at the top dose activation, most hits filed as activators. AREc32 ARE-luciferase reporter (MCF7-derived line), luminescence, 24 h; further: % of control where 0% means no effect; nearly all actives have a fitted effect of over 65% in size
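ARE activation measured as luciferase luminescence (Steady-Glo, 30 min RT) in AREc32_Fluc cells after 24 hr compound exposure at 37 deg C, 5% CO2; cells seeded overnight at 1000/well in OPTI-MEM, 5% FBS.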
Nrf2 block = blocks Nrf2 signaling; A549 ARE-Fluc reporter, luciferase luminescence, 18-24 h; Potency, µM (highest dose often 46 µM), for inactives: at the highest dose activity change, negative = inhibition, usual class: inhibitors; 360,000 tested, 2.1% active; AID 504444; further: on the % scale 0 is the no-effect control and ±100 the full control effect; nearly all actives have a fitted effect of over 60% in size
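Nrf2 activity is the BugLite luminescence, read 15 min after reagent at room temperature, following CellTiter-Fluor cytotoxicity readout (30 min, 37C). Compound titrations were applied for 18-24 h to 5000 A549 ARE_Fluc cells/well in 5% FBS OPTI-MEM.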
ATXN2 expr inh = ATXN2 expression inhibition; HEK-293 ATXN2-luciferase reporter, luminescence, 24 h; 360,000 tested, 0.72% active; Potency, µM (series often up to 57 µM), inactives show top-dose activity change, negative = inhibition, actives largely listed as inhibitors; further: on the % scale 0 is the no-effect control and ±100 the full control effect; nearly all actives have a fitted effect of over 55% in size
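qHTS (up to 57 uM final) was run with 24 h compound exposure of reporter cells at 37 °C. Each well was multiplexed: SteadyGlo luminescence measured ATXN2-luciferase expression after a fluorogenic Gly-Phe-AFC viability readout (25 uM final).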
* marks the source's active call; other numbers are inactive results; i = inactive; ? = inconclusive; / = no result given; & = joins results of further samples; [ ] = dose if it differs, or a comment. The call rests on the fitted dose curve; in most records, active means well fitted curve in the direction sought with a large enough effect; inconclusive means small, poorly fitted or top-dose-only effect, or another doubt; inactive means no such curve, though single readings can be large; an effect the other way counts as inactive or inconclusive. Potency means the concentration at half of the fitted maximal effect.

SMILES	A549 viability	HepG2 tox	MCF10A rereplic	S2 tox	EPAC2 antagonist	TGFb inhibitor	Nrf2 activator	Nrf2 block	ATXN2 expr inh
CCc1ccccc1N=C1SCC(=O)N1C	-1%	-18%	1%	i	2%	6%	0.3%	-16%	11%
C[C@H]1CN([C@@H](C)CO)C(=O)CCCn2nncc2CO[C@H]1CN(C)S(=O)(=O)c1ccc(-n2cccn2)cc1	/	6%	/	i	-14%	22%	0.5%	/	15%
Cc1ccc(-n2cc(-c3ccc([N+](=O)[O-])cc3)[nH]c2=S)c(C)c1	-11%	-14%	28%	i	3%	?	9.3%	0%	13%
Cc1noc(C)c1C(=O)NC(C)c1ccc(Cl)cc1Cl (configuration not stated)	5%	0%	-15%	i	-4%	-5%	-0.2%	-2%	-3%
O=C(N/N=C/c1cccc([N+](=O)[O-])c1)c1cc(-c2ccccc2)nc2ccccc12	6%	-13%	-2%	?	2%	?	1.4%	?	/
COc1ccc(NC(=O)c2cc(-c3ccccn3)nc3ccccc23)cc1S(=O)(=O)N(C)C	-9%	-2%	?	?	-4%	-10%	2.5%	-24%	-2%
CCCN1C(=O)c2ccc(C(=O)Nc3cc(C)on3)cc2C1=O	0%	-27%	-1%	i	-3%	3%	-0.6%	5%	-4%
Cc1cc2c(c(=O)n1Cc1ccco1)C(c1ccccc1)C(C#N)=C(N)O2 (configuration not stated)	2%	-24%	1%	i	10%	-7%	3.8%	17%	-4%
COc1ccccc1CNC(=O)C[n+]1ccccc1	-1%	-11%	-1%	i	-2%	-6%	-0.9%	/	-9%
COC(=O)Nc1nc(-c2ccc(F)cc2)c(C)s1	-21%	-19%	1%	i	3%	-2%	9.2%	-30%	-9%
COc1ccc(C(=O)c2sc3nc(-c4ccc(C)cc4)cc(C(F)(F)F)c3c2N)cc1	-2%	-1%	/	/	/	57%[activator]	0.2%	6%	/
CN(CCc1ccccn1)C(=O)Nc1ccc(C(C)(C)C)cc1	5%	-17%	-3%	i	0%	-2%	2.8%	4%	0%
Clc1ccccc1-c1nnc(-c2ccc3c(c2)OCO3)o1	10%	-41%	-1%	i	2%	-1%	0.8%	?	12%
NC(N)=NCc1cccc(I)c1	0%	-20%	-1%&6%	i	26%	5%	0.6%	?	-25%
CC(C)Cn1c(N)c(C=O)c(=O)[nH]c1=O	2%	-4%	0%	i	-7%	-2%	0.6%	?	-13%
O=C(CCCN1C(=O)/C(=C/c2ccccc2Cl)SC1=S)NNC(=O)c1cccnc1	-12%	-1%	?	i	-14%	-5%	11%	?	?
Cc1ccc(CNC(=O)C(=O)c2cn(CC(=O)N3CCOCC3)c3ccccc23)cc1	-9%	0%	-25%	i	-19%	-4%	-0.4%	6%	17%
COc1ccc(NC(=O)N(C)C[C@H]2Oc3c(NS(=O)(=O)c4cccs4)cccc3C(=O)N([C@@H](C)CO)C[C@@H]2C)cc1	-3%	-1%	-6%	i	8%	-4%	4.0%	20%	21%
COc1cccc(C(=O)Nc2cccc(C(=O)OCc3cc(=O)n4c(C)csc4n3)c2)c1	0%	-24%	/	/	/	-28%	4.9%	/	/
CCOC(=O)C1=C(COC(=O)c2ccc(Cl)nc2)NC(=O)NC1C (configuration not stated)	2%	-11%	-4%	i	3%	1%	0.1%	10%	10%
Cc1ccccc1N1CCN(C(=O)c2ccc(Oc3ccc(C(F)(F)F)cn3)cc2)CC1	-2%	-17%	4%	i	-4%	-7%	-0.5%	/	-33%
O=C(COC(=O)C1CC2CCCC(C1)C2=O)Nc1cccc(F)c1 (configuration not stated)	11%	-3%	-4%	i	-8%	?	5.4%	7%	4%
OCCN1CCN(CCOc2ccccc2-c2ccccc2)CC1	4%	-2%	9%	i	0%	-23%	0.1%	7%	-4%
Cc1ccc(C(=O)N/C(=C/c2ccccc2)C(=O)NCC2CCCO2)cc1 (configuration not stated)	4%	3%	-1%	i	15%	0%	5.0%	2%	-27%[11.3 µM]
Cc1cc(OC(C)C(=O)NC2CCN(Cc3ccccc3)CC2)c2c(C)cc(=O)oc2c1 (configuration not stated)	1%	-3%	21%	i	2%	3%	-0.6%	16%	1%

4 compounds out of the list above, arranged by the number in TGFb inhibitor, low to high.
canonical_smiles,TGFb inhibitor
COc1ccc(NC(=O)N(C)C[C@H]2Oc3c(NS(=O)(=O)c4cccs4)cccc3C(=O)N([C@@H](C)CO)C[C@@H]2C)cc1,-4%
Clc1ccccc1-c1nnc(-c2ccc3c(c2)OCO3)o1,-1%
CCCN1C(=O)c2ccc(C(=O)Nc3cc(C)on3)cc2C1=O,3%
CCc1ccccc1N=C1SCC(=O)N1C,6%

The list continues:
SMILES	A549 viability	HepG2 tox	MCF10A rereplic	S2 tox	EPAC2 antagonist	TGFb inhibitor	Nrf2 activator	Nrf2 block	ATXN2 expr inh
CCc1nc2c(OCc3cccc(Cl)c3)cccn2c1N(C)C(=O)c1ccco1	/	-26%	/	?	-9%	0%	0.2%	/	-16%
O=C1NC[C@@H](CCCCN2CCN(CC3CCCCC3)C(=O)C2=O)N(CCC2CCCCC2)C1=O	/	/	/	?	2%	/	0.5%	/	10%
COc1ccc(NS(=O)(=O)c2ccc(C)c(C(=O)N(C)Cc3ccc(OC)cc3OC)c2)cc1	-14%	-29%	15%	?	-5%	-18%	-0.3%	-19%	-7%
O=C(Cn1nnc(-c2ccccc2NC(=O)c2ccco2)n1)NC1CCCCC1	0%	9%	0%	i	0%	1%	-0.4%	2%	8%
CCOC(=O)C1=NNC2(CC(=O)N(c3cc(C)cc(C)c3)C2=O)C1 (configuration not stated)	6%	-18%	-4%	i	-11%	19%	-0.1%	15%	3%
Cc1ccc(C)c(NC(=O)COC(=O)c2cccc3c2C(=O)c2ccccc2C3=O)c1	-2%	-21%	1%	i	0%	?	-0.1%	13µM*	-2%
C=CCc1ccc(OCCCNCc2ccccc2)c(OC)c1	7%	-14%	-2%	?	7%	22%	0.7%	1%	/
O=C(O)/C=C\C(=O)Nc1ccc(N2CCN(c3ccc(Cl)c(Cl)c3)CC2)cc1	1%	-30%	4%	i	-30%	-12%	3.4%	?	-11%
CN1CCN(c2ccc(Cl)cc2NC(=O)c2ccc(S(=O)(=O)N3CCCCCC3)cc2)CC1	4%	-2%	23%	?	-1%	0%	-0.8%	?	?
N#Cc1ccc(OCC(=O)N/N=C(\CCC(=O)O)c2cccs2)cc1	3%	-18%	0%	i	11%	3%	-0.1%	3%	-5%
CCc1nn(Cc2cc(C)ccc2C)c(=O)c2cc3cc(C)ccc3n12	-1%	0%	/	/	/	0%	-0.2%	4%	/
O=C(CSc1nnc(Cc2ccccc2)o1)NC1CC2CCC1C2 (configuration not stated)	-5%	-16%	-7%	?	8%	4%	-0.3%	9%	4%
Cc1cccc2sc(NS(=O)(=O)c3ccccc3)nc12	2%	0%	7%	i	-27%	-13%	-0.2%	-9%	16%
O=C(CC1C(=O)NCCN1CC1CCCCC1)NCc1ccccc1Cl (configuration not stated)	-1%	-1%	0%	i	-15%	1%	0.3%	0%	/
O=C(Nc1ccccc1)c1cccc(Cn2cc(C(F)(F)F)ccc2=O)c1	0%	-11%	-4%	i	8%	-7%	0.1%	-10%	-2%
O=C(Oc1ccccc1)c1cccc(N2C(=O)CCC2=O)c1	4%	2%	?	?	7%	-2%	-0.3%	2%	6%
Cc1ccc(S(=O)(=O)NCC(c2ccccc2)N2CCN(c3ccc(F)cc3)CC2)cc1 (configuration not stated)	5%	3%	3%	i	0%	-17%	-0.8%	0%	/
CCOC(=O)N1CCc2c(sc3c2c(=O)n(Cc2ccccc2)c(=O)n3CC(=O)Nc2ccc(C)c(C)c2)C1	2%	-3%	/	/	/	6%	-0.8%	-10%	/
COc1ccc2c(c1)OC[C@H]1[C@H]2N2C(=O)c3cc(F)ccc3NC(=O)[C@@]2(C)[C@H]1c1ccccc1	-12%	7%	?	i	11%	-16%	4.5%	?	-14%
CN(C)C(=O)c1ccc(-c2cc(C(F)(F)F)nn2C)s1	-3%	10%	-9%	i	-2%	1%	4.7%	22%	50%[activator]
O=S(=O)(c1ccc2ccccc2c1)N1CCc2ccccc21	2%	-6%	9%	/	-23%	?	-0.3%	?	/
Cc1ccc(/C=C/c2ccc(=O)n(Cc3ccc(Cl)cc3Cl)n2)cc1	-5%	-13%	2%	i	-3%	0%	-0.2%	/	-8%
C=CCNC(=O)c1ccccc1NC(=O)C1COc2ccccc2O1 (configuration not stated)	-4%	-17%	-2%	i	-8%	2%	2.9%	-8%	-7%
O=C(NCc1ccccc1)c1cc(C2CCCN(C(=O)C3CC3)C2)on1 (configuration not stated)	/	-5%	/	i	6%	-10%	0.3%	/	21%
COc1ccc(NC(=O)CSc2nn3c(=O)c(C)nnc3s2)cc1	-1%	3%	-1%	i	-1%	3%	14%	1%	1%
CCCC12CN3CC(C)(CN(C1)C31CCCCC1)C2=O	-1%	4%	-8%	?	0%	20%	-1.0%	6%	-4%
C[C@@H](NC(=O)Cn1cnc2c(NCc3ccccc3)ncnc21)c1cccc2ccccc12	-1%	-26%	?	i	-1%	?	0.7%	-4%	-14%
CCCn1c(Cc2ccccc2)nnc1SCC(=O)N1CCOCC1	-4%	3%	1%	i	2%	-2%	0.0%	7%	-38%
O=C(C1CC(=O)N(c2ccc(Cl)cc2)C1)N1CCN(Cc2ccc3c(c2)OCO3)CC1 (configuration not stated)	-9%	-26%	18%	i	1%	-18%	2.0%	?	-18%
CCOC(=O)c1sc(N2C(=O)C(O)=C(C(=O)c3ccco3)C2c2ccco2)nc1C (configuration not stated)	-16%	6%	2%	i	-5%	-3%	6.2%	-18%	0%

Copied from the listing (3 entries):
SMILES	A549 viability	HepG2 tox	MCF10A rereplic	S2 tox	EPAC2 antagonist	TGFb inhibitor	Nrf2 activator	Nrf2 block	ATXN2 expr inh
Cc1cccc2sc(NS(=O)(=O)c3ccccc3)nc12	2%	0%	7%	i	-27%	-13%	-0.2%	-9%	16%
O=C(CC1C(=O)NCCN1CC1CCCCC1)NCc1ccccc1Cl (configuration not stated)	-1%	-1%	0%	i	-15%	1%	0.3%	0%	/
O=C(Nc1ccccc1)c1cccc(Cn2cc(C(F)(F)F)ccc2=O)c1	0%	-11%	-4%	i	8%	-7%	0.1%	-10%	-2%

High-throughput results deposited in PubChem by National Center for Advancing Translational Sciences (NCATS).

The list is partial; count on the stated rates, not on these rows.
